# Bioassay records deposited in PubChem BioAssay by several laboratories.
# CAL PDZ inh = inhibitors of human CAL PDZ peptide binding | Q9HD26 | purified CAL PDZ, TMR-peptide fluorescence polarization, 1 h | inhibition, % at 20 µM | 330,000 tested, 0.02% active | AID 504414;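 active means highest replicate inhibition of at least 40%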;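 further: plate controls were DMSO neutral control wells for no effect and unlabeled competitor peptide control wells for full effect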
#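 Test system: purified CerCALP PDZ construct; Compound dosing: one concentration, 20 µM compound; Also added: TMR-labelled reporter peptide T*-PRC34 bound in PDZ groove; Read-out: inhibition from polarization loss; Controls: unlabelled peptide and DMSO controls; Signal: FP readout, S and P plane fluorescence; Incubation: 1 h at RT.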
# phage Ecoli inh = E. coli growth loss with phage present | growth absorbance | 360,000 tested, 0.26% active | inhibition, % at 11.9 µM | AID 651602; in the data active means inhibition above about 11%
# AddAB inh = less growth of phage-infected E. coli with AddAB. E. coli expressing H. pylori AddAB, absorbance growth. inhibition, % at 11.9 µM. 330,000 tested, 0.29% active; in the data active means inhibition above about 12%;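 further: 0% = vehicle wells of infected cells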
# Wnt act = activates Wnt/beta-catenin signaling in a reporter cell assay. activation, % at 9.35 µM. activator, plate reader. 300,000 tested, 1.2% active. AID 743398; in the data active means activation above about 30%, passing the limit was not always enough; inconclusive means no clear call, values can overlap the other calls;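 further: 0% = neutral control wells and 100% = positive control wells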
# PvdQ inh = P. aeruginosa PvdQ acylase inhibition; purified PvdQ acylase, fluorescence plate reader; inhibition, % at 10 µM; 340,000 tested, 0.063% active; in the data active means inhibition above about 30%, passing the limit was not always enough; inconclusive means no clear call, values can overlap the other calls;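 further: 0% = vehicle neutral wells and 100% = reference inhibitor wells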
# DAGLB inh = diacylglycerol lipase beta (human) inhibition; inhibition, % at 5.17 µM; 340,000 tested, 0.059% active; Q8NCG7; HEK293T DAGLB membrane lysate, EnzChek fluorogenic substrate; in the data active means inhibition above about 34%;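 further: 0% = enzyme with vehicle and 100% = wells lacking enzyme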
# Target sequence (Q8NCG7 whole entry, looked up): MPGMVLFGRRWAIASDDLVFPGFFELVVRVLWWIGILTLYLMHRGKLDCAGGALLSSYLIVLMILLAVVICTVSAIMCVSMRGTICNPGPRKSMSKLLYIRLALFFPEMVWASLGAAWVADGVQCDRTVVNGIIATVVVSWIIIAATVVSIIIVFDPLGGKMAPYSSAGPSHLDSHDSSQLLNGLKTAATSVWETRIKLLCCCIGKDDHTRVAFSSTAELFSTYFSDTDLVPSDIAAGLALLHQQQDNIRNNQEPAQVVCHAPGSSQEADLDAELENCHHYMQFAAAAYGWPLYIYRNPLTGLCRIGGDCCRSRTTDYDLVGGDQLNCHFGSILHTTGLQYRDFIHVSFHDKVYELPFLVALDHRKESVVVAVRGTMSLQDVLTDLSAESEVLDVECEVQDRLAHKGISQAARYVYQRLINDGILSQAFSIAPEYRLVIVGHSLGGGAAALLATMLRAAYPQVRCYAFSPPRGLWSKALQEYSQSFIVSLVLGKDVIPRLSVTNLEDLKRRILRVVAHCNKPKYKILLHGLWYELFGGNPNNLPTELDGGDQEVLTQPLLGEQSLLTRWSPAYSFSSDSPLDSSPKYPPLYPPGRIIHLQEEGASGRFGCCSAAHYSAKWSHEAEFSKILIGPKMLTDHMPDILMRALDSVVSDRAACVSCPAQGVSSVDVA
# PfHsp90 set2 = reduces growth (ATP signal) of yeast expressing P. falciparum Hsp90; S. cerevisiae expressing PfHsp90, BacTiter-Glo ATP, 48 h; yeast lacking PDR1 and PDR3 efflux regulators; inhibition, % at 9.4 µM; 310,000 tested, 0.32% active;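 active means every replicate shows inhibition above about 80%, whatever the replicate mean, limit read from the data; inconclusive means mean inhibition reaches the set limit but some replicate falls short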;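 further: 0% = DMSO neutral controls and 100% = 20 µM radicicol positive controls; yeast relying on Plasmodium falciparum Hsp90 in place of its own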
# E coli growth = counter-screen for AddAB inhibitors: E. coli growth inhibition; AID 449728; 330,000 tested, 0.27% active; E. coli V3065 growth, OD600 absorbance, 18 h; inhibition, % at 11.9 µM;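 active means inhibition above the campaign's mean inhibition across all tested compounds plus 3 SD, cut at about 9.9% in these data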;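 further: uninfected addAB+ strain grown without phage in ampicillin broth; 0% = DMSO wells and 100% = ciprofloxacin 0.95 µg/ml wells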
# Rtt109 Vps75 = inhibitors of Candida albicans Rtt109/Vps75 histone acetyltransferase; purified Rtt109/Vps75, ThioGlo CoA-SH fluorescence, 4 h; inhibition, % at 34.9 µM; 330,000 tested, 0.16% active;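 active means inhibition of at least 50% in every replicate; inconclusive means best replicate reaches 50% inhibition but some replicates fall short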
# Target sequence (Q5AAJ8 whole entry, looked up): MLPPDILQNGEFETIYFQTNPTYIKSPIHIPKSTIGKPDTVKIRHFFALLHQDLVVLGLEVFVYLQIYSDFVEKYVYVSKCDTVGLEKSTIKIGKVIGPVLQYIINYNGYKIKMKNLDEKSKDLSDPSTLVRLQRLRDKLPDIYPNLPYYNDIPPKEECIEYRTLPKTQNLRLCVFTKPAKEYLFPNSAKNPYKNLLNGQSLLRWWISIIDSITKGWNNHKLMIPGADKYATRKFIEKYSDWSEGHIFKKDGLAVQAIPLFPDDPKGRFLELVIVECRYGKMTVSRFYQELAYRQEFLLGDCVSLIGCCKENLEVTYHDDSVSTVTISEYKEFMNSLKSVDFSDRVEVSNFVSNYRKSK
# Tat transport = E. coli Tat transport inhibition; E. coli MC4100 TorA-mCherry Tat export, fluorescence; inhibition, % at 10 µM; 340,000 tested, 0.036% active;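 active means mean replicate inhibition at least 50% and at least half of replicates individually reaching 50%; inconclusive means only one of the two criteria met; inactive means neither criterion met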;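 further: exported cargo escapes ClpAP degradation while cytoplasmic cargo is degraded and loses fluorescence; 0% = median of neutral control wells and 100% = median of NaSCN control wells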
# * = called active by the depositor; u = inconclusive; x = no result given.
SMILES,CAL PDZ inh,phage Ecoli inh,AddAB inh,Wnt act,PvdQ inh,DAGLB inh,PfHsp90 set2,E coli growth,Rtt109 Vps75,Tat transport
COc1cc(-n2nc(C)c3c2OC(N)=C(C#N)C3c2ccccc2)c(Cl)c(Br)c1O (stereo not drawn),0.2,2.1,1.0,-1,-5,8,-9,-2.6,20,4
C/C(CC(=O)Nc1ccc(N(C)C)cc1)=N\NC(=O)c1ccc(F)cc1,1.3,2.5,1.5,30,12,-3,12,0.2,8,-6
Cc1ccc(OCCN2CCN(C(=O)CCC(=O)Nc3nnc(C(C)C)s3)CC2)cc1,-0.5,1.9,2.0,x,-9,-1,-9,1.5,7,12
O=C(NCc1ccc2c(c1)OCO2)c1ccc2snnc2c1,-1.6,2.0,-1.7,x,1,-1,-148,0.3,-2,-4
Cc1cccc(N(C(=O)CCC(=O)Nc2cc(C)on2)C(C(=O)NC2CCCC2)c2ccncc2)c1 (stereo not drawn),x,2.1,-0.3,1,-16,-1,-16,-3.8,-29,4
O=C(c1nc2ccc(Cl)cn2c1CNCC[C@@H]1C[C@@H]2C=C[C@H]1C2)N1CCCCCCC1,-2.0,4.5,4.0,-1,-6,-2,15,4.1,25,7
CC1Cc2ccccc2N1C(=O)C1CCN(S(=O)(=O)Cc2ccccc2)CC1 (stereo not drawn),-4.8,3.5,0.3,-4,-15,-3,-10,-0.5,2,-7
Cc1ccc(OCC(=O)NCc2ccccn2)c(Br)c1,-0.1,2.7,0.0,x,-17,-3,-1,-3.5,4,-20
COc1ccccc1-n1c(SCC(=O)NC2CCCC2)nc2cccnc21,-0.6,0.3,1.6,x,-18,-4,-13,1.1,-10,-7
CCOCCc1c(O)nc(SCC(=O)N2CCOCC2)[nH]c1=O,0.9,-0.2,0.7,-2,-4,0,14,0.2,-37,4
CCOc1ccc(/C=N/NC(=O)C2(O)c3ccccc3-c3ccccc32)cc1,-1.0,3.0,3.1,0,-1,-2,0,0.9,1,5
O=c1c2ccccc2c(-c2ccccc2)nn1-c1cc(Cl)cc(Cl)c1,x,2.8,1.4,-2,x,x,x,-2.2,x,x
COc1cc(NC(C)CCCNC(C)C)c2ncccc2c1OC (stereo not drawn),1.1,2.4,x,-7,-4,1,13,x,-4,-4
CCOC(=O)Cn1cnc2c(cnn2-c2ccc(OC)cc2)c1=O,-0.7,1.3,-1.3,2,-18,-8,-1,-1.1,1,-5
CCCCCCOc1ccc(N2C(=O)CC(N(CCc3ccc(S(N)(=O)=O)cc3)C(C)=O)C2=O)cc1 (stereo not drawn),-2.8,3.0,0.6,8,-11,-2,-24,-1.0,-1,1
CC1CCc2[nH]c3ccc(C(=O)O)cc3c2C1 (stereo not drawn),x,4.4,4.6,-2,-14,0,22,0.5,4,-6
CCC(=O)Nc1ccc(C(=O)NNC(=O)c2ccccc2)cc1,0.1,2.3,3.1,-2,0,-7,2,3.7,22,-11
O=C(CC1NCCNC1=O)NC1Cc2ccccc2C1 (stereo not drawn),0.7,-0.7,1.0,6,-10,x,4,0.6,-1,-1
CCOc1ccccc1/C=N/NC(=O)Cc1csc(Nc2cccc(C(F)(F)F)c2)n1,-0.6,-1.5,0.0,x,-4,1,5,0.3,-11,-2
COC(=O)C(C)Sc1nc2c(c(=O)n(C)c(=O)n2C)n1CCC(C)C (stereo not drawn),-3.9,2.5,4.4,-2,-18,-2,-10,-1.1,-1,-2
CS(=O)(=O)N(CC(=O)NCc1ccco1)c1ccc(Cl)c(C(F)(F)F)c1,x,1.4,0.5,x,-8,-1,x,0.1,0,-4
Cc1ccc(NC(=O)Cn2c(=O)oc3ccccc32)c(C)c1,x,3.2,1.5,-1,4,-1,-3,0.1,6,-5
S=C(Nc1cccc(Cl)c1)Nc1ccccc1Oc1ccccc1,-0.6,2.5,2.5,-1,-6,-3,-4,2.0,5,3
CCOC(=O)/C(C#N)=C\c1ccc(N2CCN(C/C=C/c3ccccc3)CC2)cc1,0.0,4.1,0.6,-9,-5,-12,-41,-1.8,-6,5
O=C(CSc1ncc(C(F)(F)F)cc1Cl)N1CCNC1=O,-0.3,1.8,0.3,4,-11,2,x,1.2,-23,4
NC(=O)CCC(NS(=O)(=O)c1ccc(Cl)cc1)C(=O)NCc1ccc(Cl)cc1 (stereo not drawn),-0.6,7.0,1.6,-4,-16,2,-33,-1.6,-4,-4
C=CCN(CC=C)c1nc2ccccc2nc1C(C#N)C(=O)OC(C)C (stereo not drawn),0.0,1.9,1.1,x,7,-6,-20,-1.4,5,-15
N#CCOc1ccc(C2=NO[C@@H]3[C@@H]4C[C@@H]([C@H]5C(=O)N(c6ccc7c(c6)OCO7)C(=O)[C@@H]45)[C@H]23)cc1,-0.8,3.9,2.9,x,2,-1,-1,0.3,5,9
CCOC(=O)N1CCC(N2CCN(C3CCCC3)C(CCO)C2)CC1 (stereo not drawn),0.4,3.0,3.3,-1,-10,0,21,3.2,-3,-5
N#Cc1c(N)nc(SCC(=O)NCc2ccc3c(c2)OCO3)c(C#N)c1-c1cccs1,-1.8,1.8,1.0,x,-2,-1,-2,0.0,-6,-9
CC(C)CCNC(=O)CCNS(=O)(=O)c1ccc(Cl)cc1,-1.5,3.2,0.7,x,-11,-1,-12,0.5,6,-5
COc1ccc(CCNC(=O)C2CCN(C(=O)c3ccc(C(C)(C)C)cc3)CC2)cc1OC,-1.6,1.9,-0.8,2,9,-1,-4,-2.1,3,5
Cc1ccnc(NC(=O)Cc2c(F)cccc2Cl)c1,-0.8,0.6,2.7,4,3,-3,12,-0.9,5,-7
CCOC(=O)CCC(NC(=O)CCCCCCCC(=O)NC(CCC(=O)OCC)C(=O)OCC)C(=O)OCC (stereo not drawn),-2.6,3.2,0.6,-3,-9,0,6,-1.8,3,1
COc1cccc(NC(=O)Nc2cnccn2)c1,-3.3,5.3,2.3,26,8,1,-3,-0.1,-1,u
COC(=O)c1nc(N)sc1-c1ccccc1,-0.8,-0.4,2.5,1,-7,2,-42,1.9,0,-5
C(=N\Nc1nc(-c2ccccc2)cs1)/c1cccnc1,2.7,4.2,1.8,22,-3,3,-8,-0.7,-1,4
CCc1noc(C)c1C(=O)Nc1cc(Cl)ccc1N1CCOCC1,-2.4,1.3,-1.5,-3,-12,1,-2,-2.3,-7,-1
Cc1ccc(S(=O)(=O)c2ccc([N+](=O)[O-])o2)cc1,0.1,5.1,x,-6,-5,-8,21,x,0,-24
COc1ccc(COC(=O)c2ccc(C)c(S(=O)(=O)N3CCOCC3)c2)cc1F,-3.0,3.2,-1.2,-1,2,-3,26,-0.4,5,6

# Record cards (already shown). Order of values: CAL PDZ inh | phage Ecoli inh | AddAB inh | Wnt act | PvdQ inh | DAGLB inh | PfHsp90 set2 | E coli growth | Rtt109 Vps75 | Tat transport
# Listed for NC(=O)CCC(NS(=O)(=O)c1ccc(Cl)cc1)C(=O)NCc1ccc(Cl)cc1 (stereo not drawn) → -0.6 | 7.0 | 1.6 | -4 | -16 | 2 | -33 | -1.6 | -4 | -4
# Listed for Cc1ccnc(NC(=O)Cc2c(F)cccc2Cl)c1 → -0.8 | 0.6 | 2.7 | 4 | 3 | -3 | 12 | -0.9 | 5 | -7
# Listed for COC(=O)c1nc(N)sc1-c1ccccc1 → -0.8 | -0.4 | 2.5 | 1 | -7 | 2 | -42 | 1.9 | 0 | -5

# Next part
SMILES,CAL PDZ inh,phage Ecoli inh,AddAB inh,Wnt act,PvdQ inh,DAGLB inh,PfHsp90 set2,E coli growth,Rtt109 Vps75,Tat transport
Nn1cc(-c2ccccc2)nc1SCC(=O)NCC1CCCO1 (stereo not drawn),0.1,0.5,1.9,-2,1,0,9,1.8,-2,0
O=C(O)c1ccc2cccc(O)c2n1,0.0,0.8,0.2,-3,-7,x,6,-3.0,-9,2
COc1ccnc2c1c(=O)n(Cc1c(F)cccc1Cl)c(=O)n2C,-1.4,3.0,3.7,0,-14,0,2,0.0,-7,-4
COc1ccc(N2C(=O)CSC23C(=O)Nc2ccccc23)cc1 (stereo not drawn),0.1,0.8,1.5,12,-25,-1,12,-1.6,-6,7
COc1ccc(/C=C(/C#N)C(=O)Nc2cccnc2)cc1OC,-1.2,1.0,-1.9,x,2,2,4,-2.2,1,0
O=C(COC(=O)c1ccc(Cl)cc1)NCC1CCCCC1,0.1,1.5,-0.1,-5,0,-2,x,-0.3,0,21
CCOc1ccc(NCc2cccn2-c2nnc(N3CCC(C(=O)NCCCN4C(C)CCCC4C)CC3)s2)cc1 (stereo not drawn),-1.8,0.4,-4.2,-2,-17,3,-10,-2.5,12,-1
Cc1[nH]c2ccccc2c1C(=O)CSc1nnc(C2CC2)o1,-0.4,1.9,1.1,1,-3,1,4,-1.6,-2,-1
CC[C@]12c3[nH]c4ccccc4c3CCN1C(=O)C(CC(=O)NCCCOC)C[C@@H]2C(=O)N1CCN(C(=O)c2ccco2)CC1 (stereo partly drawn),-0.1,1.4,1.9,-5,-1,1,1,-3.8,1,-4
COc1ccc(NC(=O)c2noc3c2CCC3)cc1,x,-0.8,2.5,28,7,-5,x,-0.5,0,-1
COc1ccccc1NS(=O)(=O)c1cccc(C(=O)NCc2ccccn2)c1,-0.6,0.6,0.6,0,-5,1,8,1.3,-9,-3
O=C(NC(=S)Nc1ccc(S(=O)(=O)N2CCOCC2)cc1)c1ccccc1[N+](=O)[O-],-0.8,3.3,-2.8,-1,-4,0,-9,0.0,2,-4
O=C(NNC(=O)c1sccc1-n1cccc1)c1ccc(Cl)cc1,-0.1,0.3,1.8,x,6,-2,12,0.8,15,-7
Cn1cc(Br)c(NC(=O)/C=C/C(=O)O)n1,-0.4,0.9,1.3,-1,-21,-7,-19,0.0,-2,0
O=C(c1cccc(S(=O)(=O)NCc2ccccc2)c1)N1CCN(Cc2ccccc2)CC1,0.1,3.5,3.9,-1,-12,0,7,1.4,-4,2
O=C(O)CCCC(=O)N1N=C(c2ccco2)CC1c1ccco1 (stereo not drawn),0.3,-0.1,1.1,7,10,-1,-3,3.4,u,6
CC(C)C1OC(c2cccc(NC(=O)c3cccs3)c2)OCC1(C)C (stereo not drawn),-0.5,1.4,1.4,-4,4,-5,-40,-1.4,-3,4
C/C(=N\NC(=O)c1cc(O)ccc1O)c1cccc(NC(=O)c2ccc(Cl)cc2)c1,-2.7,3.3,-0.3,12,-19,0,18,1.1,13,-1
O=C(CSc1nnc(-c2cnccn2)n1Cc1ccco1)c1ccc(Cl)c(Cl)c1,-1.3,1.9,4.9,x,18,2,11,0.2,10,-2
Cc1ccc(CNC(=O)c2cc3c(C)nc4ccccc4c3o2)cc1,-3.1,1.6,-1.9,0,-10,-4,12,-1.6,1,4
Cc1c(C(=O)N2CCCCC2)c(S(=O)(=O)NCc2ccc(F)cc2)c(C)n1C,-2.7,0.3,3.0,-1,5,1,-1,-2.4,9,-1
CCOC(=O)C1=C(C)N=c2s/c(=C\c3ccc(OCC(=O)O)cc3)c(=O)n2C1c1ccccc1 (stereo not drawn),-1.9,2.7,1.9,0,-1,3,8,0.1,-3,10
CC(C)CCc1noc(CN2CCN(c3ccc(Cl)cn3)CC2)n1,-2.8,6.8,4.4,x,-3,-2,20,-2.0,-3,4
COc1ccc(N(C(=O)c2snc(C(N)=O)c2N)C(C(=O)NC2CCCC2)c2cccs2)cc1OC (stereo not drawn),-0.5,-2.8,2.0,-1,-9,2,6,-1.3,-17,-9
COc1cc(/C=C2/C(=N)N3C(c4ccccc4)=CSC3=NC2=O)ccc1OCC(=O)O,-3.5,0.1,1.6,12,-15,-2,23,-1.4,6,1
